High-throughput results as filed in PubChem BioAssay.
Dicer processing – inhibitors of Dicer pre-microRNA processing, primary screen, biochemical, cat-ELCCA, chemiluminescence | cat-ELCCA pre-miR-21 Dicer processing; stronger effect = higher value | z-score at 25 µM | 47,000 compounds, 6% hits; in the data active = z-score above about 3, passing the limit was not always enough;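 note: plate controls were vehicle for no effect and no enzyme for full effect; higher signal means more uncleaved substrate so more Dicer inhibition; strong numbers were not always called active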
Target sequence (Q9UPY3 whole entry, looked up): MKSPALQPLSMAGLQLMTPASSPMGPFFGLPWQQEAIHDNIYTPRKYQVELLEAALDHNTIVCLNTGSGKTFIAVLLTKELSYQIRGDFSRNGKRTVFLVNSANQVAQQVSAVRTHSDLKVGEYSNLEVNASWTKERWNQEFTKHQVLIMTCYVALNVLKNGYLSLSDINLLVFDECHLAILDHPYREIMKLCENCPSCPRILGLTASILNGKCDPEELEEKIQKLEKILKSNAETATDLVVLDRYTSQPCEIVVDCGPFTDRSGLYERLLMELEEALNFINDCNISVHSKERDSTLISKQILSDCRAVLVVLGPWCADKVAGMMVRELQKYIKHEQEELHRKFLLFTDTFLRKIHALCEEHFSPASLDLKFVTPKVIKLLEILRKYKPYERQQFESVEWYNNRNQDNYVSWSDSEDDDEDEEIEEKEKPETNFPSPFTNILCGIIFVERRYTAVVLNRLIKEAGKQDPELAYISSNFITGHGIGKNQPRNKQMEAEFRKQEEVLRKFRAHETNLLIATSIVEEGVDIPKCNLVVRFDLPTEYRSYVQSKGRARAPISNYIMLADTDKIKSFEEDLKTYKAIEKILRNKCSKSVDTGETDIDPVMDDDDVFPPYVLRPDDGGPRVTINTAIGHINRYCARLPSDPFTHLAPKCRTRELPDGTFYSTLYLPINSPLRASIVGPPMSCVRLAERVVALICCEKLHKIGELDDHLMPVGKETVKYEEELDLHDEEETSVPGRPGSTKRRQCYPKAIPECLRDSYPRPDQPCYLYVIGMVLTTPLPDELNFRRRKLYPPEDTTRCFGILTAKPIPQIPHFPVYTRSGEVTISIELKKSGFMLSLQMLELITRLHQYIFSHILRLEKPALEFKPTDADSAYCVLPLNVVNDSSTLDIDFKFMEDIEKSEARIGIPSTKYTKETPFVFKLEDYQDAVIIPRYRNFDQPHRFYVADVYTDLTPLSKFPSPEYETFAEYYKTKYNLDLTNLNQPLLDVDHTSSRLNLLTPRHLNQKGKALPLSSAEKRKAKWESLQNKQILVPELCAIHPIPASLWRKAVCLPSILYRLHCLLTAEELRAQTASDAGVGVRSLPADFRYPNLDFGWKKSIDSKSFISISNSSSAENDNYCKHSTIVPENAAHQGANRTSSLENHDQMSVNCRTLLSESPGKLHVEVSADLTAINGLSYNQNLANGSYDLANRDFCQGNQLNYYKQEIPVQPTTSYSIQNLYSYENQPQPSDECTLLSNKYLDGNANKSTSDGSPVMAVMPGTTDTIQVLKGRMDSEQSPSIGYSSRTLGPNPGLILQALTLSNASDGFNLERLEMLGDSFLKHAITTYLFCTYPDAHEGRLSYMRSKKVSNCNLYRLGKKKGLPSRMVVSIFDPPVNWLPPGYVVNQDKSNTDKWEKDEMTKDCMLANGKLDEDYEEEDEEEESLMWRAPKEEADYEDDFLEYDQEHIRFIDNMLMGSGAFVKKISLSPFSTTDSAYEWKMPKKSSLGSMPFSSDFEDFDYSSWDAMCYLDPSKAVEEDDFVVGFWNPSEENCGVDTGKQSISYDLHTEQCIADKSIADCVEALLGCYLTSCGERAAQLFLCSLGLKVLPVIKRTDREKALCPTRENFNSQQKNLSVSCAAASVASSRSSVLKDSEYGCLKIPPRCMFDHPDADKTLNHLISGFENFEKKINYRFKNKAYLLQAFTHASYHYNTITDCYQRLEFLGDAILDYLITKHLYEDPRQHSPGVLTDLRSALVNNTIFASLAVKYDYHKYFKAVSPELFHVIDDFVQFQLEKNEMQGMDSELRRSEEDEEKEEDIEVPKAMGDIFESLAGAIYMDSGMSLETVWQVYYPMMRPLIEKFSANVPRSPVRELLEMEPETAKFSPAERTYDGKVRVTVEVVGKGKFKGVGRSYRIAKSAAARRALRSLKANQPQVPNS
* marks the source's active call; other numbers are inactive results. Only part of the results is shown, so the mix of outcomes need not match the whole.

SMILES	Dicer processing
CCOc1ccccc1Oc1c(C)oc2cc(OC(=O)N3CCOCC3)ccc2c1=O	1.7
CC1=C(OS(=O)(=O)c2ccc(F)cc2F)C(=O)CC1	-0.69
COc1cccc(OC)c1CN(C)C(=O)c1cnc(OCC(F)(F)F)cc1C(F)(F)F	0.56
O=C1CC(Nc2cccc(Cl)c2)C(=O)N1c1cccc(Cl)c1 (stereo not drawn)	-0.52
CCCCCCn1c(C(C)O)nc2ccccc21 (stereo not drawn)	-0.51
CSC(=NCCc1ccc(Cl)cc1)NC(=O)c1c(Cl)cccc1Cl	-0.84
C=CCNC(=S)NNC(=O)c1sc2nnc(-c3ccccc3)c(-c3ccccc3)c2c1N	16
Nc1nc(SCC(=O)NCc2cccnc2)nc2sc3c(c12)CCCC3	0.67
Cc1ccc(C2OC3(C(=O)c4ccccc4C3=O)C3C(=O)N(c4ccc(F)cc4)C(=O)C23)cc1 (stereo not drawn)	-1.5
CCNc1nc(NCC)nc(OCCOC(C)=O)n1	1.2
CSc1nnc(-c2ccc(S(=O)(=O)n3nc(C)cc3C)s2)n1C	0.26
CCCCc1ccc(Nc2ncc(C(=O)OCC)c(C(F)(F)F)n2)c(C)c1	-0.37
Cc1cccc2c1N(CC(C)C)C(=O)C2=O	1.8
O=C(NCC1CCCO1)c1ccc(COc2ccc(F)cc2)o1 (stereo not drawn)	2.9
O=C(O)C1C2C=CC(C2)C1C(=O)NCc1ccccn1 (stereo not drawn)	-1.3
CC(=O)c1c(O)c(C)c(-c2ccccc2)n(-c2ccccc2)c1=O	-0.07
Cc1nnc(SCCC(C)C)[nH]c1=O	-0.33
O=C(C1CC1)N1c2ccccc2CCc2ccccc21	2.8
CC(C)C(=O)N(c1ccc2oc(=O)sc2c1)S(=O)(=O)c1ccc(F)cc1	-3.1
CCOC(=O)c1sc(S(C)=NC(=O)c2ccc(Cl)cc2)c2c1CCC=C2 (stereo not drawn)	-0.27
COc1ccc(C2CC(=O)C3=C(C2)Nc2ccccc2NC3c2cccc(Cl)c2)cc1 (stereo not drawn)	2.1
N#C/C(=C\c1ccc(Cl)cc1)C(N)=O	1.8
N#Cc1nc(COc2ccccc2Cl)oc1N1CCC(C(N)=O)CC1	1.4
O=C(Nc1ccccc1)c1cc2ccc3ccccc3c2s1	3.5*
Cc1cc(C)nc(-n2[nH]c(C)c(Cc3ccc(C(C)(C)C)cc3)c2=O)n1	-1.6

Four entries from above, with each value named:
Compound: CC(=O)c1c(O)c(C)c(-c2ccccc2)n(-c2ccccc2)c1=O
  Dicer processing = -0.07
Compound: Cc1nnc(SCCC(C)C)[nH]c1=O
  Dicer processing = -0.33
Compound: O=C(C1CC1)N1c2ccccc2CCc2ccccc21
  Dicer processing = 2.8
Compound: CC(C)C(=O)N(c1ccc2oc(=O)sc2c1)S(=O)(=O)c1ccc(F)cc1
  Dicer processing = -3.1

Later entries:
SMILES	Dicer processing
Nc1ccccc1C(=O)NNc1cc(Cl)cc(Cl)c1	1.5
N#CC(c1ccccc1)N(CCO)CCO (stereo not drawn)	2.6
Cn1c(C(=O)O)ccc1S(=O)(=O)N(Cc1ccccn1)Cc1ccccn1	0.82
Clc1ccc(/C=N/Nc2nccc(-c3cccnc3)n2)c(Cl)c1	0.71
O=C(NCC1CCCO1)c1sc2ccccc2c1Cl (stereo not drawn)	1.3
CCCCOC(=O)C1=C(C)NC2=C(C(=O)CCC2)C1c1ccc(OC)c(OC)c1 (stereo not drawn)	-0.48
CCc1cc2c(=O)c(-c3ccc4c(c3)OCCO4)c(C)oc2cc1OCC(=O)O	0.86
CCc1ccc(C2Nc3cccc4cccc(c34)N2)cc1	0.54
COc1ccc(Nc2nc(-c3c(C)nc4ccccn34)cs2)cc1	3.6*
CCc1cn(C(=O)c2ccccc2F)nc1-c1c(F)cccc1F	-1
Fc1ccc(C2C3=C(Nc4ncnn42)c2ccccc2OC3c2ccccc2)cc1 (stereo not drawn)	-0.36
CC1(C)Cc2cc3c(cc2C(SCc2ccccc2)=N1)OCCO3	-0.25
CCN(S(=O)(=O)c1ccc(F)cc1)S(=O)(=O)c1c(C)c(C)c(C)c(C)c1C	-0.16
CC(C)C(NC(=O)c1nccnc1C(=O)O)C(=O)O (stereo not drawn)	-4.1
CC(=O)/C(=C\N(C)C)Sc1ccccc1	-0.05
COc1ccc(OC)c(C2Nc3ccc4ncccc4c3C3=C2C(=O)CC(C)(C)C3)c1 (stereo not drawn)	0.82
CCOC(=O)c1nnn2c1nc(SCc1ccc(F)cc1)c1ccccc12	-1.9
CCOc1ccc(C2C(C(=O)OC)=C(C)NC3=C2C(=O)CC(C)(C)C3)cc1OC (stereo not drawn)	-0.75
CC(Oc1ccc(Oc2ccc(C(F)(F)F)cc2)cc1)C(=O)Nc1ccc(Cl)cc1 (stereo not drawn)	-1.2
CCOC(=O)C1=C(C)NC2=C(C(=O)CCC2)C1c1ccc(CC)cc1 (stereo not drawn)	-0.27
CCOC(=O)c1cc(=O)c2ccc(OCC(=O)Nc3ccccc3)cc2o1	2.3
FC(F)(F)c1c2c(nc3cc(-c4cccs4)nn13)-c1ccccc1C2	-0.63
Fc1cccc(Cl)c1CSc1nnc(-c2ccccc2)o1	0.81
Cc1csc(NC(=O)Nc2ccc(F)cc2)c1-c1nc2ccccc2s1	0.86
COc1cc(C)nc(SCC(N)=O)n1	-0.74

Additional results follow.
SMILES	Dicer processing
COC(=O)c1cc(N2C(=O)C3C4C=CC(CC4)C3C2=O)ccc1Cl (stereo not drawn)	0.58
CSC1=N/C(=C\c2ccc(N(C)C)cc2)C(=O)S1	1.2
O=C(Cc1c(F)cccc1Cl)NC(=O)Nc1ccc(F)c(Cl)c1	3.9*
Cc1cc(C(F)(F)F)cc(NNC(=O)c2ccc(Cl)cc2)n1	0.64
CCCCCN1C(=O)c2cccc3cccc(c23)C1=O	-0.15
c1ccc2[nH]c(CCc3nc4ccccc4[nH]3)nc2c1	0.25
Cc1nn(-c2ccccc2)nc1C(=O)NN	-0.8
C/C(=N\OC(=O)c1ccc(C(F)(F)F)cc1)c1cc[nH]c1	-0.01
COc1ccc(C(=O)CC2(O)C(=O)Nc3ccccc32)c(OC)c1 (stereo not drawn)	8.4
Cn1c(=O)c2c3nc4cc([N+](=O)[O-])ccc4cc3c(=O)n(C)c2n(C)c1=O	-0.92
Brc1cc(Br)c(-c2sc(Br)cc2Br)s1	0.85
CCOC(=O)c1cnc2cc(-c3ccco3)[nH]n2c1=O	2.6
CSc1sc(C(=O)c2ccc(Cl)cc2)c2c1C(=O)CCC2	-1.1
c1ccc(-c2cn(-c3ccccc3)nn2)cc1	-0.79
COC(=S)Nc1c(Br)cc(C)cc1Br	-0.92
O=C(O/N=C1\CCCCC1Cn1ccnc1)c1ccc(Cl)cc1 (stereo not drawn)	1.2
c1ccc(Nc2nc(-c3ccccc3)nc3ccccc23)cc1	0.12
COc1ccc(NC(=O)CC(C)(C)Sc2ccc(Cl)cc2)cc1	0.97
COC(=O)c1cccc(CN2C(=O)CSC2=O)c1	0.97
Cc1c(Br)c(C(=O)NNC(=O)c2ccc(C(C)(C)C)cc2)nn1C	-0.46
O=C1C2CC=C(Cl)CC2C(=O)N1c1ccc2ccccc2c1 (stereo not drawn)	0.7
O=C1C2C3CCCC3=C3CCCC3C2C(=O)N1c1ccc(F)cc1 (stereo not drawn)	-0.6
Nc1ccccc1SC1=CS(=O)(=O)c2ccccc21	-2.2
Cn1c(=O)oc2cc(S(=O)(=O)Nc3ccc(C(=O)O)cc3)ccc21	2
CC(=O)C1CNc2ccccc2C1(O)c1ccccc1 (stereo not drawn)	0.68

Reprinted from the part before: two entries; new compounds follow.
SMILES	Dicer processing
Cn1c(=O)oc2cc(S(=O)(=O)Nc3ccc(C(=O)O)cc3)ccc21	2
CC(=O)C1CNc2ccccc2C1(O)c1ccccc1 (stereo not drawn)	0.68
CC1(C)CC(=O)C=C(SCc2c(Cl)cccc2Cl)S1	0.78
CCc1ccc(CNCc2cccnc2)cc1	-0.51
O=[N+]([O-])c1cccnc1Sc1nc2cccnc2s1	-0.85
CCCCNC(=O)N(C)c1nncnc1C(=O)NC	-0.1
CCOC(=O)C1=C(C)N=C2SCC(=O)N2C1c1ccccc1 (stereo not drawn)	0.13
Cc1ccc(-c2cn3ncsc3n2)cc1	0.94
O=C1c2nc3cc(-c4ccco4)[nH]n3c(=O)c2CN1C1CCCCC1	-1.7
OCCCc1cn(-c2ccccc2)c2ccccc12	3
COc1ccc(Cc2nc(-c3ccc(Cl)cc3)no2)cc1	-0.5
COc1ccc(C2C(C(=O)c3cccs3)=C(O)C(=O)N2CCCN2CCOCC2)cc1OC (stereo not drawn)	-1.1
CCc1cccc(CC)c1NC(=S)NN	3.1*
Cc1ccccc1OC1C(=O)N(c2ccc(F)cc2)C1c1ccc2c(c1)OCO2 (stereo not drawn)	2
O=C(Nc1ccccc1)ON=C1CC2CCCC(C1)N2Cc1ccccc1	0.6
CC(C)NC(=O)NNC(=O)C(C)n1nnc(N2CCOCC2)n1 (stereo not drawn)	-0.54
NC(/C=C/c1cc(C(F)(F)F)cc(C(F)(F)F)c1)=N\OC(=O)/C=C/c1ccccc1	-0.65
Cn1c(=O)c2c(-c3ccc(F)cc3)ccnc2n(C)c1=O	0.55
C#Cc1cccc(-n2nnc(-c3ccccc3)c2C)c1	0.21
O=c1sc2ccccc2n1CCOc1ccc(Cl)cc1	0.86
CS(=O)(=NS(=O)(=O)c1cc(Cl)ccc1Cl)c1ccc(Cl)cc1 (stereo not drawn)	4.1*
CCOC(=O)N1CCCN=C1NNc1cc(F)ccc1C	-0.47
Cc1ccc(NC(=O)C2Sc3nnc(C)n3NC2c2ccc(F)cc2)c(C)c1 (stereo not drawn)	0.14
N#C/C(=N\OC(=O)c1ccc(C(F)(F)F)cc1)S(=O)(=O)c1cccs1	5.5*
Cn1c(=O)c2c3nc4cc(F)ccc4cc3c(=O)n(C)c2n(C)c1=O	-1.5
Cc1sc2c(c1C)C(=O)/C(=C\Nc1ccccc1Cl)S(=O)(=O)N2C	4.8*
CCN(CC)CCOC(=O)C(Cc1cccc2ccccc12)CC1CCCO1 (stereo not drawn)	1.1

Next records
SMILES	Dicer processing
O=C1C(=O)N(CCCN2CCOCC2)C(c2ccco2)/C1=C(\O)c1ccc(F)cc1 (stereo not drawn)	2.9
Cc1c(C(=O)NCCCn2ccnc2)oc2ccccc12	1.8
Cc1cc(C)nc(Nc2n[nH]c(-c3ccccc3)n2)n1	0.69
CC(C)(C)c1csc(NC(=O)Nc2ccc(Cl)cc2)n1	-0.18
O=C1c2cccc3c(N4CCOCC4)ccc(c23)C(=O)N1c1cc(Cl)ccc1O	8.3*
O=S(=O)(Nc1cccc(-c2nc3cc(Cl)ccc3o2)c1)c1ccccc1	0.41
Cc1sc(/N=C/N(C)C)c(C(=O)c2ccc(Cl)cc2)c1C	-2.6
CC(C)(C)C(=O)NNC(=O)c1ccc(Oc2cc(Cl)cc(Cl)c2)o1	2
COCc1nnc(NC(=O)COc2ccc(Cl)cc2)s1	0.02
O=c1[nH][nH]c(=S)n1-c1ccccc1C(F)(F)F	0.19
O=C1C(=O)N(CCO)C(c2ccccc2)/C1=C(/O)c1ccccc1 (stereo not drawn)	-1.6
N#Cc1c2c(c(NCCCN3CCOCC3)n3c1nc1ccccc13)CCCC2	69
Cc1ccc(S(=O)(=O)Nc2ccc(-c3cn4cccc(C)c4n3)cc2)cc1	1.7
Cc1cc(=O)n2[nH]c(-c3ccc(F)cc3)nc2n1	-0.81
CCOc1ccccc1C1CC(c2ccc(F)cc2)Nc2nc(N)nn21 (stereo not drawn)	1.3
COc1ccc(C2CC(=O)c3cnc(N4CC(C)CC(C)C4)nc3C2)cc1OC (stereo not drawn)	0.29
Cc1nc2n(CCN3CCOCC3)c3ccccc3n2n1	1.2
Cc1ccc(-c2cnc3n2CCCCC3)cc1	-0.95
COC(=O)c1cc(-c2ccc(OC)cc2)c(-c2ccc(OC)cc2)s1	-0.62
Cc1ccc(C2C=C(c3ccc(Cl)cc3)Nc3nc(NS(C)(=O)=O)nn32)cc1 (stereo not drawn)	2.5
CCCCc1c(C)c(C#N)c2nc3ccccc3n2c1-n1ccnc1C	8.3*
CCSCCOC(=O)C1=C(C)NC2=C(C(=O)CC(C)(C)C2)C1c1ccsc1 (stereo not drawn)	11
CCOC(=O)c1nc(-c2ccccc2)sc1-c1ccnn1C(=O)Nc1ccccc1	1.1
COC(=O)c1[nH]c2cscc2c(=O)c1C(=O)OC	2.6
Cc1c(Cc2ccc(Cl)c(Cl)c2)c(=O)oc2cc(O)ccc12	2.5

No new results follow: entries from further up.
SMILES	Dicer processing
O=C1C(=O)N(CCCN2CCOCC2)C(c2ccco2)/C1=C(\O)c1ccc(F)cc1 (stereo not drawn)	2.9
Cc1c(C(=O)NCCCn2ccnc2)oc2ccccc12	1.8
Cc1cc(C)nc(Nc2n[nH]c(-c3ccccc3)n2)n1	0.69
CC(C)(C)c1csc(NC(=O)Nc2ccc(Cl)cc2)n1	-0.18
O=C1c2cccc3c(N4CCOCC4)ccc(c23)C(=O)N1c1cc(Cl)ccc1O	8.3*

4 entries out of the list, arranged by formula weight, low to high.
SMILES	Dicer processing
CCCCNC(=O)N(C)c1nncnc1C(=O)NC	-0.1
CC(=O)C1CNc2ccccc2C1(O)c1ccccc1 (stereo not drawn)	0.68
COc1ccc(Cc2nc(-c3ccc(Cl)cc3)no2)cc1	-0.5
Cc1cc(C)nc(-n2[nH]c(C)c(Cc3ccc(C(C)(C)C)cc3)c2=O)n1	-1.6

Carrying on.
SMILES	Dicer processing
Cc1cc2nsnc2c(S(=O)(=O)N2CCN(C)CC2)c1C	3
CC(C)/C(=N\OC(=O)c1ccc(C(F)(F)F)cc1)c1ccccc1	-0.99
Nc1nc(SCc2c(Cl)cccc2Cl)n[nH]1	-1.9
COc1cccc(N2C(=O)CC(N3CCN(c4ccccc4)CC3)C2=O)c1 (stereo not drawn)	0.33
CNC(=S)N(C)NC(=S)Nc1ccc(OC)c(OC)c1	1.4
COc1cccc(C2CC(c3ccc(C)cc3)Nc3nc(N)nn32)c1 (stereo not drawn)	0.24
O=S(=O)(Oc1cccnc1)c1cc(Br)c(Br)s1	-0.31
